Lamin A splicing: qHTS Assay for Modulators of Lamin A Splicing. AID 1487, 2009. Potency, µM (doses to about 46.1 µM), inactives show at the highest dose ratio change, negative = inhibition, usual class: inhibitors. HeLa LMNA splicing GFP/RFP minigene ratio, 48 h. actives 0.01% (n = 200,000); active = well fitted inhibition curve with a large enough effect in the signal ratio, with a control signal flat, not every such curve was filed as active; inconclusive = small, poorly fitted or top-dose-only effect, or effect the other way, or a change in a side signal; the % refers to the signal ratio; also: % is scaled to controls: 0 for no effect and ±100 for the full control effect
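Read-out is the ratio of GFP to DsRed2 object intensity, acquired by 488 nm laser-scanning cytometry on HeLa lamin A-EGFP minigene reporter cells. Compound incubation 48 hrs at 37 °C in Opti-MEM with 2% FBS; DMSO 0.5% final.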
SMN2 splice up: qHTS Assay for Enhancers of SMN2 Splice Variant Expression; HEK293 SMN2-luciferase splicing reporter, luminescence, 30-36 h; Potency, µM (titrated, usually from 46.1 µM), for inactives: at the highest dose activity change, positive = activation, usual class: activators; actives 2.8% (n = 210,000); AID 1458, 2008; also: % of control where 0% means no effect; nearly all actives have a fitted effect of over 55% in size
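HEK293 cells carry an SMN2 […]–luciferase reporter in which exon 7 inclusion puts luciferase in frame. Cells were plated 10-12 h before compound addition, then incubated 30-36 h at 37C. ONE-Glo luminescence was read; sodium butyrate at 4.5 mM final served as control.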
ALDH1A1 inh: qHTS Assay for Inhibitors of Aldehyde Dehydrogenase 1 (ALDH1A1); Aldehyde dehydrogenase 1A1 (Homo sapiens), P00352; actives 7.3% (n = 220,000); AID 1030, 2008; Potency, µM (doses to about 75.3 µM), for the others: top-dose activity, negative = inhibition, most hits filed as inhibitors; Purified ALDH1A1, NADH fluorescence, propionaldehyde substrate; active = well fitted inhibition curve with a large enough effect, not every such curve was filed as active; inconclusive = small, poorly fitted or top-dose-only effect, or another doubt; inactive = no such curve, though single readings can be large or run the other way;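 also: plate controls were no enzyme wells and a reference inhibitor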
Target sequence (P00352 whole entry, looked up): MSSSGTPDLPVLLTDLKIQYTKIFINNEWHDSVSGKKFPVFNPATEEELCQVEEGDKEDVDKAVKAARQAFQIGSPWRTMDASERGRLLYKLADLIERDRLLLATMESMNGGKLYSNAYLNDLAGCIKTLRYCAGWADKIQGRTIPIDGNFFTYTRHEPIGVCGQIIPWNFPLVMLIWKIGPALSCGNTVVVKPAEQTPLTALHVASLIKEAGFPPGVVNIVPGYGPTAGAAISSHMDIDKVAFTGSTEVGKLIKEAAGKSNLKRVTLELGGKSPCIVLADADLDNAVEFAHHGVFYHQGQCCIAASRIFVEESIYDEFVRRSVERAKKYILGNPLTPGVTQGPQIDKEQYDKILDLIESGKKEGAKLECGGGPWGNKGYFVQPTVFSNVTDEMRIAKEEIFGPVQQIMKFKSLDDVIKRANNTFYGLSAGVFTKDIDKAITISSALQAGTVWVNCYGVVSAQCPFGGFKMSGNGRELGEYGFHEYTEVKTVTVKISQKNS
Tau ThT inhib: qHTS for Inhibitors of Tau Fibril Formation, Thioflavin T Binding; Microtubule-associated protein tau (Homo sapiens), P10636; recombinant tau K18 P301L (four-repeat tau fragment), heparin-induced fibrillization, ThT fluorescence; Potency, µM (series often up to 57.4 µM), for inactives: top-dose activity, negative = inhibition, usual class: inhibitors; actives 2.1% (n = 270,000); also: % is scaled to controls: 0 for no effect and ±100 for the full control effect; nearly all actives have a fitted effect of over 55% in size
Target sequence (P10636 561-689 P618L limits assumed): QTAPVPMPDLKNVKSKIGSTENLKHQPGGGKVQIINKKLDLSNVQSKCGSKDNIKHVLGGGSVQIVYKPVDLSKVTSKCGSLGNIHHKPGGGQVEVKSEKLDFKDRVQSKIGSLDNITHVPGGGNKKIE
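Heparin-induced (20 uM) aggregation of recombinant human K18 P301L tau, 15 uM unlabeled with 0.24 uM labeled, pH 7 acetate buffer, 6 hr at 37 C with compound. Fibrils quantified by 30 uM ThT fluorescence after 1 hr ambient incubation.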
KinaseGlo FLuc: Counterscreen for Luciferase (Kinase-Glo TM) Inhibition; Luciferin 4-monooxygenase (Photuris pensylvanica), Q27757; Kinase-Glo luciferase, ATP luminescence, 8 min; Potency, µM (top dose mostly 38.3 µM), for the others: at the highest dose activity change, negative = inhibition, actives largely listed as inhibitors; actives 0.28% (n = 200,000); AID 1379, 2008; also: % is scaled to controls: 0 for no effect and ±100 for the full control effect; nearly all actives have a fitted effect of over 60% in size
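Inhibition of Kinase-Glo luciferase light generation was assessed at 10 uM ATP in pH 7.2 imidazole buffer, with luminescence measured after eight minutes at ambient temperature.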
RECQ1 inh: qHTS Assay for Inhibitors of RecQ-Like Dna Helicase 1 (RECQ1); Potency, µM (highest dose often 57.3 µM), without a hit: at the highest dose activity, negative = inhibition, actives largely listed as inhibitors; ATP-dependent DNA helicase Q1 (Homo sapiens), P46063; AID 2549, 2010; actives 0.54% (n = 240,000); RECQ1 DNA unwinding, red fluorescence kinetic read;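 also: plate controls were vehicle for no effect and no enzyme for full effect; nearly all actives have a fitted effect of over 30% in size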
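RECQ1T1 50 nM; forked duplex (20 bp + 30-nt ss tails) 200 nM, ATP 2 mM final; pH 8.0, 2 mM MgCl2, 2.5 ug/ml poly(dI-dC); 15 min compound preincubation; discontinuous kinetic read over 2 h at RT.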
L3MBTL1 inh: qHTS Assay for the Inhibitors of L3MBTL1; Lethal(3)malignant brain tumor-like protein 1 (Homo sapiens), Q9Y468; AlphaScreen L3MBTL1–H3K9me1 peptide binding; Potency, µM (doses to about 57.1 µM), for inactives: top-dose activity, negative = inhibition, usual class: inhibitors; actives 0.66% (n = 230,000); AID 485360, 2010; also: % is scaled to controls: 0 for no effect and ±100 for the full control effect; nearly all actives have a fitted effect of over 60% in size
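AlphaScreen proximity signal between nickel-chelate acceptor and streptavidin donor beads (final 10 ug/mL) reports binding of 50 nM L3MBTL1 to 75 nM biotin-H3 K9me1 peptide; complex incubated with compounds 30 min at room temperature; cefsulodin titration as control.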
KDM4E inh: qHTS Assay for Inhibitors of Human Jumonji Domain Containing 2E (JMJD2E); Potency, µM (titrated, usually from 57.1 µM), for inactives: at the top dose activity change, negative = inhibition, hits mostly inhibitors; JMJD2E catalytic domain, FDH-coupled NADH fluorescence (FDH is formaldehyde dehydrogenase); Lysine-specific demethylase 4E (Homo sapiens), B2RXH2; actives 1.6% (n = 230,000); active = well fitted inhibition curve with a large enough effect, not every such curve was filed as active; inconclusive = small, poorly fitted or top-dose-only effect, or another doubt; inactive = no such curve, though single readings can be large or run the other way;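 also: 0% = wells with enzyme and -100% = buffer wells without enzyme; nearly all actives have a fitted effect of over 50% in size; many of its hits are not listed in these tables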
Target sequence (B2RXH2 1-337 limits assumed): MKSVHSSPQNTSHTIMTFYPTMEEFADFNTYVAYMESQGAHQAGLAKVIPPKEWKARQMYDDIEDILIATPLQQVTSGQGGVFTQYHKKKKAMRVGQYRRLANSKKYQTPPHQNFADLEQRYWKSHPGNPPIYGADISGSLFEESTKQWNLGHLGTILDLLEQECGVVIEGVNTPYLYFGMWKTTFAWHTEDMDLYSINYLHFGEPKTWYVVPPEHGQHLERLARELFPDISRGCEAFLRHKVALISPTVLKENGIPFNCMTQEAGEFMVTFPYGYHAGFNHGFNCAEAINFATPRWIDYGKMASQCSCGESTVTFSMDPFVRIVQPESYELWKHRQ
* marks the source's active call; other numbers are inactive results; i = inactive; u = inconclusive; x = no result given; [ ] = dose if it differs, or a comment. Unless noted, calls follow the shape of the dose curve; as a rule, active = well fitted curve in the direction sought with a large enough effect; inconclusive = small, poorly fitted or top-dose-only effect, or another doubt; inactive = no such curve, though single readings can be large; an effect the other way counts as inactive or inconclusive. Potency is read from the fitted curve at half-maximal effect.

The opening nine entries, ahead of the listing:
Order of results: Lamin A splicing	SMN2 splice up	ALDH1A1 inh	Tau ThT inhib	KinaseGlo FLuc	RECQ1 inh	L3MBTL1 inh	KDM4E inh
- CN(C)c1cc[n+](/C(C(=S)Nc2ccc(SC(F)F)cc2)=C(/[O-])c2ccccc2)cc1
    -20%[46 µM]	-17%	-2%	-9%	2%	-1%	2%	1%
- COc1cccc(CN2CCNC(=O)C2CC(=O)NC2Cc3ccccc3C2)c1 (configuration not stated)
    12%[46 µM]	-2%	u	-8%	1%	i	-11%	u
- CCC(C)NC(=O)C1CCN(S(=O)(=O)N2CCC3(CC2)OCCO3)CC1 (configuration not stated)
    x	-11%	-7%	-8%	-2%	1%	x	2%
- COC(=O)CSc1nnc2n1C(C)(C)Cc1ccccc1-2
    -4%	17%	u	-6%	14%	i	3%	-10%
- CC(=O)NC(Cc1ccc(C)cc1)C(=O)NC1CCN(C(=O)c2ccc([N+](=O)[O-])cc2)CC1 (configuration not stated)
    2%	-5%	-8%	7%	-4%	-6%	6%	1%
- O=C(O)c1c(C(=O)N2N=C3/C(=C/c4ccccc4)CCCC3C2c2ccccc2)cccc1[N+](=O)[O-] (configuration not stated)
    -7%[46 µM]	19%	u	u	-1%	-16%	-3%	-8%
- CCN(CC)CCn1c(NCc2ccc(C)o2)nc2ccccc21
    -10%	4%	14%	-7%	-3%	-6%	x	-6%
- COCCCn1c(=S)[nH]c2ccc(N3CCOCC3)cc2c1=O
    -5%	2%	u	-16%	4%	-5%	-3%	u
- CCc1ccc2[nH]c(=O)c(C(c3nnnn3Cc3ccc(OC)cc3)N3CCOCC3)cc2c1 (configuration not stated)
    8%	-9%	u	-6%	8%	17%	-1%	u

The whole of this part, previewed entries included:
Order of results: Lamin A splicing	SMN2 splice up	ALDH1A1 inh	Tau ThT inhib	KinaseGlo FLuc	RECQ1 inh	L3MBTL1 inh	KDM4E inh
- CN(C)c1cc[n+](/C(C(=S)Nc2ccc(SC(F)F)cc2)=C(/[O-])c2ccccc2)cc1
    -20%[46 µM]	-17%	-2%	-9%	2%	-1%	2%	1%
- COc1cccc(CN2CCNC(=O)C2CC(=O)NC2Cc3ccccc3C2)c1 (configuration not stated)
    12%[46 µM]	-2%	u	-8%	1%	i	-11%	u
- CCC(C)NC(=O)C1CCN(S(=O)(=O)N2CCC3(CC2)OCCO3)CC1 (configuration not stated)
    x	-11%	-7%	-8%	-2%	1%	x	2%
- COC(=O)CSc1nnc2n1C(C)(C)Cc1ccccc1-2
    -4%	17%	u	-6%	14%	i	3%	-10%
- CC(=O)NC(Cc1ccc(C)cc1)C(=O)NC1CCN(C(=O)c2ccc([N+](=O)[O-])cc2)CC1 (configuration not stated)
    2%	-5%	-8%	7%	-4%	-6%	6%	1%
- O=C(O)c1c(C(=O)N2N=C3/C(=C/c4ccccc4)CCCC3C2c2ccccc2)cccc1[N+](=O)[O-] (configuration not stated)
    -7%[46 µM]	19%	u	u	-1%	-16%	-3%	-8%
- CCN(CC)CCn1c(NCc2ccc(C)o2)nc2ccccc21
    -10%	4%	14%	-7%	-3%	-6%	x	-6%
- COCCCn1c(=S)[nH]c2ccc(N3CCOCC3)cc2c1=O
    -5%	2%	u	-16%	4%	-5%	-3%	u
- CCc1ccc2[nH]c(=O)c(C(c3nnnn3Cc3ccc(OC)cc3)N3CCOCC3)cc2c1 (configuration not stated)
    8%	-9%	u	-6%	8%	17%	-1%	u
- N#CC(C(=O)NC1CC1)c1nc2ccccc2nc1N1CCN(C/C=C/c2ccccc2)CC1 (configuration not stated)
    u	1%	3%	u	-3%	i	-1%	-4%
- CC(C)c1[nH]nc2c1C(c1cccs1)C(C#N)=C(N)O2 (configuration not stated)
    -28%	19%	u	u	0%	5%	-5%	-18%
- Clc1ccc(-c2nnc3n2CCCC3)cc1
    5%	4%	6%	-3%	-1%	i	12%	-3%
- On1nnc2ccc3ccccc3c21
    -6%	-2%	-2%	-3%	-4%	i	12%	u
- COCC(=O)N1CCC2(CC1)CCN(c1ccncc1)CC2
    x	-15%	12%	x	-1%	-4%	x	x
- O=C(NCc1ccccc1)c1ccc2nc(-c3ccco3)c(-c3ccco3)nc2c1
    -10%	-13%	u	14µM*	-3%	u	x	u
- CCOC(=O)c1c[nH]c2c(Cl)ccc(Cl)c2c1=O
    -3%	-2%	1%	5%	-6%	-2%	2%	-3%
- CO/N=C(\c1nonc1N)N1CCN(c2ccc([N+](=O)[O-])cc2Cl)CC1
    11%	6%	u	-16%	-2%	i	-7%	-2%
- CCOc1ccc(-c2cc(C(=O)NN=C3CCN(C)CC3)[nH]n2)cc1
    -15%[46 µM]	12%	u	-17%	3%	i	-4%	0%
- CCOC(=O)c1sc(NC(=O)C2CC2)nc1C
    7%	-15%	4%	-11%	-3%	-9%	x	-13%
- CC1=[N+](C)N(c2ccccc2)C(=O)C1N=Cc1c(Cl)cccc1Cl (configuration not stated)
    -9%	4%	u	1%	0%	-2%	4%	-2%
- Nc1cc(C(F)(F)F)ccc1Nc1ccccc1
    -3%[9.22 µM]	3%	u	u	1%	1%	u	u
- O=C(O)CN1C(=O)/C(=C/C=C/c2ccccc2)SC1=S
    u	4%	u	11µM*	-1%	-8%	11%	-3%
- COc1ccccc1C(=O)Nc1c(C)n(C)n(-c2ccccc2)c1=O
    u	-14%	u	5%	-2%	-7%	-9%	-1%
- O=C(NCc1nc2ccccc2[nH]1)C1CCCCC1
    5%[46 µM]	2%	10%	-3%	5%	i	5%	2%
- NS(=O)(=O)c1ccc(NC(=O)CCC2CCCCC2)cc1
    4%	-19%	5%	0%	0%	-3%	1%	7%
- N/C(Cc1cccs1)=N\OC(=O)COc1ccccc1
    11%	4%	3%	-19%	-4%	-4%	x	0%
- CCOc1ccc2nc(SCc3cccc(C)c3)nc(C)c2c1
    0%	-31%[inhibitor]	-5%	-3%	-4%	1%	-5%	2%
- O=C(CCc1c[nH]c2ccccc12)NCc1ccc2c(c1)OCO2
    -4%	-3%	-11%	-14%	-3%	-6%	-8%	7%
- CCOC(=O)C(NC(=O)CC)(N1CCc2ccccc2C1)C(F)(F)F (configuration not stated)
    7%[0.0737 µM]	9%	-3%	22µM*	4%	-15%	7%	-10%
- CCn1c(SCC(=O)Nc2cccc(C)n2)nnc1-c1ccco1
    5%	-4%	3%	-5%	0%	i	3%	2%
- CNc1cncc(C(=O)O)c1
    x	22%	u	0%	-1%	1%	-5%	u
- CC(=C/c1ccccc1)/C=N/n1cnnc1
    41%	-11%	4%	-14%	-5%	-1%	0%	6%
- O=C(CN(C(=O)CCC(=O)Nc1nccs1)c1ccc2c(c1)OCO2)NCC1CCCO1 (configuration not stated)
    -3%	-5%	20%	-19%	-1%	-1%	-2%	-3%
- Cc1ccc(N=C2SC(C(=O)O)CC(=O)N2C)cc1C (configuration not stated)
    9%[46 µM]	x	3%	-16%	5%	i	0%	4%
- CC(C)(C)n1nnnc1C(c1ccc2ncccc2c1)N1CCSCC1 (configuration not stated)
    6.3µM*	u	u	u	2%	-4%	x	-9%
- COc1ccc(NC(=O)N2CCN(CCC#N)CC2)cc1
    5%	1%	1%	-15%	2%	-3%	x	2%
- c1ccc2c(c1)OCCOCCOCCOCCOc1ccccc1OCCOCCOCCO2
    u	-38%[inhibitor]	8%	1%	-1%	-2%	-13%	-1%
- Cc1cccc(N2C(=S)NC3c4cc(Cl)ccc4OC2(C)C3C(=O)N(C)C)c1 (configuration not stated)
    x	x	3%	-3%	x	i	x	-5%
- COc1ccc(N(Cc2cc3cc(OC)ccc3[nH]c2=O)S(C)(=O)=O)cc1
    -2%	-14%	u	-1%	-3%	8%	-8%	5%
- O=C(NC(=S)NNC(=O)c1cc2ccccc2cc1O)c1ccco1
    u	-4%	u	13µM*	0%	i	u	18µM*
- O=C(NC12CC3CC(CC(C3)C1)C2)N1CCC(O)CC1
    -4%	x	5%	1%	2%	1%	3%[11.4 µM]	6%
- O=C(CCC(=O)NNC(=O)Nc1ccc(Cl)cc1)NCc1ccccc1
    10%	8%	13%	-6%	-1%	2%	1%	-1%
- CC(C)(C)c1ccc(C(=O)Nc2ccc(Cl)cc2)cc1
    0%	3.5µM*	4%	-11%	-2%	-10%	15%	4%
- Cc1cc(C(=O)NCCCc2ccccc2)no1
    0%	24%	0%	-3%	5%	-2%	x	9%
- COC(=O)c1ccc(CSc2nnc(NC(=O)c3cc4c(s3)CCCC4)s2)cc1
    13%	8%	-13%	u	17%	-6%	x	u
- COc1ccc([N+](=O)[O-])cc1C(=O)Nc1ccc(Cc2ccncc2)cc1
    x	x	3%	-20%	4%	i	-5%	3%
- O=C(Nc1ccc(-n2cnnn2)cc1)c1cn2ccccc2n1
    x	x	9%	u	x	i	-1%	1%
- CCOC(=O)CCn1nnc(N)n1
    -8%	-19%	u	6%	0%	-7%	9%[11.4 µM]	-2%
- CC(C)N(CCNCC(O)COc1ccc(C(C)(C)c2ccccc2)cc1)C(C)C (configuration not stated)
    x	-19%	u	0%	-2%	i	-10%	u

Source: PubChem BioAssay (National Center for Advancing Translational Sciences (NCATS))

These rows are one share of the data; count on the stated rates, not on these rows.
